Assay outcomes from PubChem BioAssay.
cardiac RTF act: increases calcium sensitivity of human cardiac regulated thin filaments | P19429+P45379 | IANBD-labeled TnC RTF fluorescence at EC20 calcium; 0% EC20 calcium, 100% full calcium | activation, % at 7.2 µM | 340,000 tested, 0.24% active | AID 493008;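 active = activation above the mean over all tested compounds plus 3 SD, cut at about 30% in these data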;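 also: rise in fluorescence read as greater calcium sensitivity of cardiac thin filaments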
CAL PDZ FP-1: human CAL PDZ-peptide interaction inhibition | AID 504414 | purified CAL PDZ, TMR-peptide fluorescence polarization, 1 h | 330,000 tested, 0.02% active | inhibition, % at 20 µM;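 active = highest replicate inhibition of at least 40%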;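 also: plate controls were DMSO neutral control wells for no effect and unlabeled competitor peptide control wells for full effect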
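Material: tagged CAL PDZ protein CerCALP, purified; buffer or medium: sodium phosphate/NaCl buffer pH 7.4 with TCEP, IgG, Thesit; also added: fluorescent TMR peptide probe; schedule: 1 h incubation at room temperature before polarization reading; technique: fluorescence polarization from S- and P-plane intensities, G-factor corrected; control set: unlabelled peptide and DMSO controls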
CAL PDZ FP-2: CAL PDZ (human) peptide binding inhibition. Q9HD26. purified CAL PDZ, TMR-peptide fluorescence polarization, 1 h. inhibition, % at 24.9 µM. 300,000 tested, 0.92% active. AID 602252;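 active = mean inhibition of at least 30% with at least half of replicates also reaching 30%; inconclusive = no clear call, values can overlap the other calls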;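 also: 0% = DMSO neutral control and 100% = excess unlabeled competitor peptide PRC23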
Wnt act: activators of Wnt/beta-catenin signaling; Wnt/beta-catenin reporter cell assay, activator, plate reader; activation, % at 9.35 µM; 300,000 tested, 1.2% active; AID 743398; in the data active = activation above about 30%, passing the limit was not always enough; inconclusive = no clear call, values can overlap the other calls;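 also: 0% = neutral control wells and 100% = positive control wells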
V-ATPase pHluor: alters yeast V-ATPase proton transport. S. cerevisiae, pHLuorin cytosolic pH fluorescence. response, % at 10 µM. 350,000 tested, 0.37% active; in the data active = response mostly above about 7.3%, no sharp cut-off; inactive = mostly below about 5.4%; also: actives read high; inactives centre near 0; some compounds called inactive have numbers as strong as hits
MITF act: MITF TRPM1 promoter activation in melanoma cells. SK-MEL-5 TRPM1-promoter luciferase, 24 h; % of positive control, neutral wells = 0. activation, % at 12.5 µM. 300,000 tested, 0.75% active. AID 588334;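 active = mean activation of at least 80% with every replicate also reaching 80%; inconclusive = mean reaches 80% but some replicate falls short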;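 also: 0% = neutral control wells and 100% = parthenolide positive control wells; values of inactives mirror those of a sister screen read the other way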
CDK5 inh: blocks human CDK5/p35 kinase activity | Q00535+Q15078 | Recombinant CDK5/p35, ADP-Glo luminescence, 60 min | inhibition, % at 10 µM | 330,000 tested, 0.01% active | AID 488839;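 active = highest replicate inhibition of at least 50% and at least 75% of replicates reaching 50%; inconclusive = only one of the two criteria met; inactive = both criteria failed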;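 also: plate controls were DMSO neutral control for no effect and GW8510 at 10 µM for full effect; many of its hits are not listed in these tables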
dFosB act: mouse delta FosB homodimer activation | 340,000 tested, 0.99% active | activation, % at 25 µM | AID 493131 | P13346 | purified delta FosB, TAMRA-CDK5 oligo fluorescence polarization; percent of positive-control signal above neutral wells;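 active = mean activation above about 17%, with every replicate also reaching it, limit read from the data, passing the limit was not always enough; inconclusive = only one of the two conditions met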;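 also: fluorescence polarization rise as delta FosB binds a TAMRA Cdk5 AP-1 oligo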
Target sequence (P13346 whole entry, looked up): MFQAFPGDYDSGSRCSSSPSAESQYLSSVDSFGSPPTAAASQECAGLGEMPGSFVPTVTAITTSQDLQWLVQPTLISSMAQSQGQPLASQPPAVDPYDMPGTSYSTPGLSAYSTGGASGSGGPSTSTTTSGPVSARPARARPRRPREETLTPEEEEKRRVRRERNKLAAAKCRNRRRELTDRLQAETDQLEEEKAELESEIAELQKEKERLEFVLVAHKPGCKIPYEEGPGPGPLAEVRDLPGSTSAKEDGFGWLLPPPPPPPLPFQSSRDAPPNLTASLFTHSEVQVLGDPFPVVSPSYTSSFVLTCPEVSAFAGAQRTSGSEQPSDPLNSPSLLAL
Tat export inh: E. coli Tat transport inhibition. E. coli MC4100 TorA-mCherry Tat export, fluorescence. inhibition, % at 10 µM. 340,000 tested, 0.036% active. AID 488895;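 active = mean replicate inhibition at least 50% and at least half of replicates individually reaching 50%; inconclusive = only one of the two criteria met; inactive = neither criterion met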;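 also: exported cargo escapes ClpAP degradation while cytoplasmic cargo is degraded and loses fluorescence; 0% = median of neutral control wells and 100% = median of NaSCN control wells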
Rtt109 Vps75: inhibitors of Candida albicans Rtt109/Vps75 histone acetyltransferase | Q5AAJ8 | purified Rtt109/Vps75, ThioGlo CoA-SH fluorescence, 4 h | inhibition, % at 34.9 µM | 330,000 tested, 0.16% active | AID 540336;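 active = inhibition of at least 50% in every replicate; inconclusive = best replicate reaches 50% inhibition but some replicates fall short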
Target sequence (Q5AAJ8 whole entry, looked up): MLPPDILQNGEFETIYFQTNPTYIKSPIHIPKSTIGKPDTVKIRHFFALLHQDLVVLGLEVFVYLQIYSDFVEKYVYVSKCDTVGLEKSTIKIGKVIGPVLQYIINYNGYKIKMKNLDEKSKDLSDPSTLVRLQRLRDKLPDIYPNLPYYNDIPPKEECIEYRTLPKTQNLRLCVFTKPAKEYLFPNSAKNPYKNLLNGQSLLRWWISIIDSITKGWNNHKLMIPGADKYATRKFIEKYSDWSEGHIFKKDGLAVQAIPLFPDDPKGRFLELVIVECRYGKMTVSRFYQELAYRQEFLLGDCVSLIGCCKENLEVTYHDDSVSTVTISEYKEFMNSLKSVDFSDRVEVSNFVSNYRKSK
Starred values were filed as active, the others as inactive; & = joins results of further samples.

Screening CN(CC(=O)Nc1cccc(F)c1)C(=O)c1cccc2ccccc12 returned cardiac RTF act 2.4, CAL PDZ FP-1 -0.9, CAL PDZ FP-2 -1.2, Wnt act -5.3, V-ATPase pHluor 0.6, MITF act 4.1, CDK5 inh -1.8, dFosB act -3.2, Tat export inh -3.8 and Rtt109 Vps75 -1.0.
For Cc1ccccc1NCC(=O)N/N=C\c1ccc2c(c1)OCO2 the results were cardiac RTF act 7.3, CAL PDZ FP-1 -0.4, CAL PDZ FP-2 3.2, Wnt act -5.9, V-ATPase pHluor 3.0, MITF act -1.4, CDK5 inh 1.5, dFosB act -8.2, Tat export inh 4.0 and Rtt109 Vps75 0.7.
`Cc1ccc(COCCN2CCN(S(=O)(=O)c3ccccc3)CCC2=O)cc1` gave cardiac RTF act 2.0, CAL PDZ FP-1 -0.1, CAL PDZ FP-2 -3.1, Wnt act 0.9, V-ATPase pHluor -0.4, MITF act 5.7, CDK5 inh 0.0, dFosB act -9.7, Tat export inh 4.9 and Rtt109 Vps75 -0.6.
Screening CN1CCC(=NOc2ccc([N+](=O)[O-])cc2)CC1 returned cardiac RTF act -1.3, CAL PDZ FP-1 1.1, CAL PDZ FP-2 3.4, V-ATPase pHluor -1.6, MITF act 48.1, CDK5 inh 2.6, dFosB act -4.2, Tat export inh -6.1 and Rtt109 Vps75 -5.4.
Screening Cc1ccc(NC(=S)N2C3CCCC2CC(NC(=O)C2CC2)C3)cc1C (stereo not given) returned cardiac RTF act -1.4, CAL PDZ FP-1 -0.7, CAL PDZ FP-2 5.8, Wnt act -0.2, V-ATPase pHluor -2.7, MITF act 9.7, CDK5 inh -5.7, dFosB act -7.9, Tat export inh -4.3 and Rtt109 Vps75 0.6.
Screening Cc1cc(C)c(C#N)c(SCS(=O)Cc2ccc(Cl)cc2)n1 (stereo not given) returned cardiac RTF act 2.6, CAL PDZ FP-1 -0.8, CAL PDZ FP-2 -5.3, Wnt act -0.7, V-ATPase pHluor -1.2, MITF act -1.1, CDK5 inh -0.6, dFosB act -9.0, Tat export inh -9.8 and Rtt109 Vps75 1.1.
Screening COc1ccc(CCNCc2csc3nc4ccccc4n23)cc1OC returned cardiac RTF act 6.3, CAL PDZ FP-1 -0.3, CAL PDZ FP-2 -10.2, V-ATPase pHluor -4.1, MITF act -17.5, CDK5 inh -0.6, dFosB act -2.2, Tat export inh -2.7 and Rtt109 Vps75 0.6.
`O=S(=O)(NC1CCN(S(=O)(=O)c2c(F)cccc2F)C1)c1ccc2c(c1)OCCO2` (stereo not given) gave cardiac RTF act 10.1, CAL PDZ FP-1 0.4, CAL PDZ FP-2 0.8, Wnt act -0.5, V-ATPase pHluor 4.4, MITF act -10.9, CDK5 inh 0.9, dFosB act -0.8, Tat export inh -2.8 and Rtt109 Vps75 -0.5.
`Cc1ccc(CNC(=O)Cn2c([N+](=O)[O-])cnc2C)cc1` gave cardiac RTF act -3.7, CAL PDZ FP-1 -0.6, CAL PDZ FP-2 -0.4, Wnt act 3.3, V-ATPase pHluor 1.0, MITF act 3.6, CDK5 inh -0.7, dFosB act -0.3, Tat export inh 0.5 and Rtt109 Vps75 -10.3.
For CNC(=S)N1N=C(c2ccc(C)cc2)CC1c1ccc(OC)c(OC)c1 (stereo not given) the results were cardiac RTF act 3.0, CAL PDZ FP-1 -2.3, V-ATPase pHluor 3.3, MITF act 1.7, CDK5 inh -1.6, dFosB act -7.9, Tat export inh 1.1 and Rtt109 Vps75 6.0.
Screening c1n[nH]c(NCc2ccc3c(c2)OCO3)n1 returned cardiac RTF act 1.7, CAL PDZ FP-1 -0.5, CAL PDZ FP-2 -1.6, V-ATPase pHluor 6.3, CDK5 inh -2.5, dFosB act 6.0, Tat export inh -2.3 and Rtt109 Vps75 -8.3.
CC1(C)Nc2ccccc2N(CCC(=O)N2CCOCC2)C1=O was read as cardiac RTF act 1.6, CAL PDZ FP-2 -3.5, Wnt act -0.3, V-ATPase pHluor 8.0, MITF act -5.7, CDK5 inh -1.3, dFosB act -3.7, Tat export inh -3.7 and Rtt109 Vps75 3.7.
For O=C(N/N=C/c1ccc(OC(=O)c2ccco2)cc1)c1ccncc1 the results were cardiac RTF act -3.4, CAL PDZ FP-1 17.2, CAL PDZ FP-2 -3.0, Wnt act 2.7, V-ATPase pHluor -1.7, MITF act 11.6, CDK5 inh 0.6, dFosB act -0.9, Tat export inh -3.2 and Rtt109 Vps75 2.2.
For O=C(C1CCCCC1)N1CCN(S(=O)(=O)c2cccc([N+](=O)[O-])c2)CC1 the results were cardiac RTF act 4.0, CAL PDZ FP-1 -2.2, CAL PDZ FP-2 -2.9, Wnt act 1.2, V-ATPase pHluor 3.2, MITF act 7.2, CDK5 inh -1.5, dFosB act -5.5, Tat export inh 3.5 and Rtt109 Vps75 -9.4.
`CCOC(=O)C1CCCN(Cc2ccc(OC)cc2OC)C1` (stereo not given) gave cardiac RTF act 2.4, CAL PDZ FP-1 -0.6, CAL PDZ FP-2 0.4, V-ATPase pHluor 1.8, CDK5 inh 0.8, dFosB act 6.8, Tat export inh -2.3 and Rtt109 Vps75 -5.8.
CCCCC(C(=O)OCC)C(N)Cc1ccc(F)cc1 (stereo not given) was read as cardiac RTF act -2.7, CAL PDZ FP-1 -1.7, CAL PDZ FP-2 -0.4, V-ATPase pHluor 1.7, MITF act -4.9, CDK5 inh -0.6, dFosB act -9.3, Tat export inh 3.8 and Rtt109 Vps75 9.0.
For Cc1ccc(C(=O)Nc2ccc(Nc3ccccc3)cc2)cc1C the results were cardiac RTF act -6.8, CAL PDZ FP-1 -0.1, CAL PDZ FP-2 -5.8, Wnt act 0.6, V-ATPase pHluor 0.9, MITF act 56.0, CDK5 inh 0.7, dFosB act -6.2, Tat export inh -4.9 and Rtt109 Vps75 6.6.
For COc1ccc(/C(=N/Nc2ncnc3ccccc23)C(=O)O)cc1 the results were cardiac RTF act -4.2, CAL PDZ FP-1 0.5, CAL PDZ FP-2 11.1, Wnt act 21.1, V-ATPase pHluor -0.5, MITF act -1.2, CDK5 inh 1.1, dFosB act 0.8, Tat export inh -0.7 and Rtt109 Vps75 -5.2.
Screening CC(C)CCN(C(=O)c1ccc(N2CCCC2=O)cc1)c1c(N)n(Cc2ccccc2)c(=O)[nH]c1=O returned cardiac RTF act -6.3, CAL PDZ FP-1 -2.3, CAL PDZ FP-2 -0.5, Wnt act -0.6, V-ATPase pHluor 1.9, MITF act 6.9, CDK5 inh -0.3, dFosB act -0.9, Tat export inh 0.8 and Rtt109 Vps75 10.0.
COc1cc(C(=O)NCC2(c3ccccc3)CCCC2)ccc1OC(C)C was read as cardiac RTF act -7.1, CAL PDZ FP-1 0.7, CAL PDZ FP-2 0.1, Wnt act -2.2, V-ATPase pHluor 1.1, MITF act 4.7, CDK5 inh -1.4, dFosB act -9.8, Tat export inh 2.4 and Rtt109 Vps75 5.4.
Screening COc1ccc(C)cc1N(C(=O)COc1ccccc1)c1nc2ccccc2s1 returned cardiac RTF act -7.8, CAL PDZ FP-1 -2.4, CAL PDZ FP-2 -4.5, Wnt act 3.4, V-ATPase pHluor -0.1, MITF act -11.8, CDK5 inh -1.3, dFosB act -3.1, Tat export inh 1.6 and Rtt109 Vps75 -1.5.
For CC1(C)CC(=O)C2=C(C1)N(N1CCOCC1)C(N)=C(C#N)C2c1cccs1 (stereo not given) the results were cardiac RTF act 3.5, CAL PDZ FP-1 -1.7, CAL PDZ FP-2 -3.2, Wnt act -3.2, V-ATPase pHluor 1.7, MITF act 5.3, CDK5 inh -0.9, dFosB act -9.5, Tat export inh 6.8 and Rtt109 Vps75 6.6.
`COc1ccc(CN2C(=O)c3ccccc3C(/C=N/OCc3ccc(Cl)cc3)C2=O)cc1` (stereo not given) gave cardiac RTF act -7.0, CAL PDZ FP-1 -0.5, V-ATPase pHluor 0.8, MITF act -7.4, CDK5 inh -0.8, dFosB act -2.5, Tat export inh 3.3 and Rtt109 Vps75 -24.0.
`O=c1[nH]cnc2c1sc1nc(C(F)F)cc(-c3ccccc3)c12` gave cardiac RTF act -4.3, CAL PDZ FP-1 0.0, CAL PDZ FP-2 -3.9, Wnt act -0.1, V-ATPase pHluor 1.3, MITF act -11.3, CDK5 inh -0.2, dFosB act 32.4*, Tat export inh 2.6 and Rtt109 Vps75 -4.4.
Screening Cc1ccc(S(=O)(=O)N2CC(C)N(C(=O)N3CCOCC3)C2C)cc1 (stereo not given) returned cardiac RTF act -3.3, CAL PDZ FP-1 -1.8, CAL PDZ FP-2 -1.2, Wnt act 0.8, V-ATPase pHluor -0.6, MITF act 3.6, CDK5 inh -0.9, dFosB act 3.8, Tat export inh 9.4 and Rtt109 Vps75 -7.4.
COc1ccc(-c2cc(-c3ccccc3)nc3ncnn23)cc1 was read as cardiac RTF act 3.0, CAL PDZ FP-1 -2.1, Wnt act -0.4, V-ATPase pHluor 2.2, CDK5 inh -0.4, dFosB act -37.7, Tat export inh 3.1 and Rtt109 Vps75 -7.6.
`COc1ccccc1NC(=O)Nc1nnc(C(C)C)s1` gave cardiac RTF act 3.4, CAL PDZ FP-1 -2.7, CAL PDZ FP-2 -4.4, V-ATPase pHluor 3.0, MITF act inconclusive, CDK5 inh 1.7, dFosB act 3.1, Tat export inh -14.1 and Rtt109 Vps75 6.6.
For Nc1ccc(CCNc2ncnc3c2ncn3[C@@H]2O[C@H](CO)[C@@H](O)[C@H]2O)cc1 the results were cardiac RTF act 16.3, CAL PDZ FP-1 -0.3, CAL PDZ FP-2 3.9, Wnt act 2.3, V-ATPase pHluor -4.0, MITF act -8.3, CDK5 inh -0.1, dFosB act -0.9, Tat export inh -5.6 and Rtt109 Vps75 -1.1.
`CCOC(=O)Nc1ccc2c(c1)N(C(=O)OCCN(C)C)c1ccccc1CC2` gave cardiac RTF act 4.1&-4.2, CAL PDZ FP-1 -0.9&0.1, CAL PDZ FP-2 -1.9, Wnt act -2.4&2.9, V-ATPase pHluor -1.1&-0.6, MITF act -0.2, CDK5 inh 0.8&-1.4, dFosB act -12.7&-6.7, Tat export inh -0.7&0.5 and Rtt109 Vps75 -2.7&0.4.
CC1CCCN(C(=O)CNC(=O)c2sc3ccccc3c2Cl)C1 (stereo not given) was read as cardiac RTF act -2.6, CAL PDZ FP-1 -1.7, CAL PDZ FP-2 -0.9, Wnt act 23.6, V-ATPase pHluor 1.8, MITF act 126.5*, CDK5 inh 0.8, dFosB act -15.6, Tat export inh -4.3 and Rtt109 Vps75 11.3.
Screening CCC(C(=O)N1CCOCC1)n1nc(C)c2c(C)n(-c3ccccc3)nc2c1=O (stereo not given) returned cardiac RTF act -6.4, CAL PDZ FP-1 -2.5, CAL PDZ FP-2 -1.3, Wnt act -2.0, V-ATPase pHluor -0.9, MITF act 5.5, CDK5 inh -3.3, dFosB act 2.6, Tat export inh 0.7 and Rtt109 Vps75 -3.3.
